Bim-Bcl-W: human Bim-Bcl-W interaction inhibition; Q92843; bead-based flow cytometry, Bim peptide-Bcl-W binding; inhibition, % at 10 µM; actives 0.02% (n = 190,000);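 further: 0% = bound tracer without compound and 100% = peptide blocker; higher means less fluorescent Bim peptide bound to Bcl-W beads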
Target sequence (Q92843 whole entry, looked up): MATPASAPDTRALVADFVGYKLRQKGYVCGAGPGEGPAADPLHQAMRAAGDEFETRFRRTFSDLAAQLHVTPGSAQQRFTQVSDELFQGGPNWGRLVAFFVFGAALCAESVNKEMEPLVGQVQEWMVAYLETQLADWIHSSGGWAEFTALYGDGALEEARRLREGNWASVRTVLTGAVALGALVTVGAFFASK
ABCG2 block: blocks JC-1 efflux by human ABCG2 transporter. IgMXP3 cells, flow cytometry. AID 1325. actives 0.1% (n = 190,000). inhibition, % at 6.6 µM. Q9UNQ0;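 active means inhibition above 80%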;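 further: 0% = DMSO and 100% = nicardipine control wells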
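material = IgMXP3 (ABCG2) plus far-red-tagged CCRF-Adr (ABCB1) cells | amount = 3 million cells/mL, equal mix of both lines | also added = JC-1 transporter substrate | dosing = one concentration, 6.6 µM final | schedule = 10 min at 25 °C | measured by = flow cytometric JC-1 green MFI at 530 nm | read-out basis = percent efflux inhibition, scaled nicardipine 100% to DMSO 0%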
Bim-Bcl-2: disrupts Bim peptide binding to human Bcl-2; Bead-based flow cytometry, Bim peptide-Bcl-2 binding; actives 0.06% (n = 190,000); inhibition, % at 10 µM; AID 950; in the data active means inhibition above about 40%; inconclusive means no clear call, values can overlap the other calls;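 further: 0% = no compound wells with probe peptide and 100% = reference peptide inhibitor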
Target sequence (P10415 whole entry, looked up): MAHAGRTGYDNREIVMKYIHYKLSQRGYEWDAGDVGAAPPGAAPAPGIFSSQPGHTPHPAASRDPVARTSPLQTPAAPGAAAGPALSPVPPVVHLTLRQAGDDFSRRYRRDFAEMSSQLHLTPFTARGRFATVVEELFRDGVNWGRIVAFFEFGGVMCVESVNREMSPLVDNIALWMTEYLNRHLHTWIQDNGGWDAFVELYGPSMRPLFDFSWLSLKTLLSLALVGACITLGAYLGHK
GSH bead fluor: compound fluoresces at 488/530 nm on GSH beads; AID 1776; actives 0.25% (n = 190,000); fluorescence (KMESF) at 10 µM; GSH beads flow cytometry, compound fluorescence 488/530 nm; active compounds read high; in the data active means fluorescence above about 89;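 further: glutathione beads carrying GST-tagged Bcl family fusion proteins plus one bare bead set; values are compound well signal with DMSO vehicle wells as background; inactives centre near 16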
Bcl-B Bim block: disrupts Bim peptide binding to human Bcl-B; bead-based flow cytometry; inhibition, % at 10 µM; Q9HD36; actives 0.073% (n = 190,000);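 further: 0% = tracer peptide without compound and 100% = reference inhibitor peptide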
RGS8-Gao: modulates binding of RGS8 to human Galphao | P09471 | multiplexed bead flow cytometry; actives lie on both sides | response (percent of control binding), % at 10 µM | actives 0.34% (n = 220,000) | AID 1423; in the data active means response below about 60% or above about 140%; inactive means in between;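 further: Galphao activated as the GDP aluminium fluoride complex binding bead-coupled RGS8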
Target sequence (P09471 whole entry, looked up): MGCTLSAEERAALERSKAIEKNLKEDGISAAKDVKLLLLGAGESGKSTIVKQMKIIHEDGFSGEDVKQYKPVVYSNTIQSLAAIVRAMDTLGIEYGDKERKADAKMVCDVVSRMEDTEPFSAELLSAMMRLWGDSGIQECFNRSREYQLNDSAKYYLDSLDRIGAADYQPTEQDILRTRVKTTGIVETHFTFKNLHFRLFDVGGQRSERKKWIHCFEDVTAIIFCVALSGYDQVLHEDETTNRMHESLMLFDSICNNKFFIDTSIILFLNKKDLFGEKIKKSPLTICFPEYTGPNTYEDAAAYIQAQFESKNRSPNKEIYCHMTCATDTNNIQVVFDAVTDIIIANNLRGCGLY
Bim-Bcl-XL: inhibitors of Bim-Bcl-XL interaction, human; Q07817; Bim peptide-Bcl-XL binding, bead flow cytometry, fluorescence; inhibition, % at 10 µM; actives 0.04% (n = 190,000); AID 1007
RGS4-Gao reg: modulates binding of RGS4 to human Galphao; P09471; Multiplexed bead flow cytometry; actives lie on both sides; binding response (% of control), % at 10 µM; actives 0.33% (n = 220,000); AID 1415; in the data active means binding response below about 49% or above about 150%; inactive means in between;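 further: fluorescent Galphao activated with aluminum fluoride binding bead-coupled RGS4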
RGS7-Gao: human RGS7-Galphao interaction regulation; actives 0.35% (n = 220,000); binding response (% of control), % at 10 µM; Multiplexed bead flow cytometry, RGS7-Galphao binding; actives lie on both sides; in the data active means binding response below about 49% or above about 150%; inconclusive means no clear call, values can overlap the other calls; inactive means in between;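 further: fluorescent Galphao held in activated GDP-AlF4 state binding bead-coupled RGS7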
ABCB1 block: human ABCB1 inhibition, ABCG2 as counter-screen. actives 0.067% (n = 190,000). CCRF-Adr cells, JC-1 efflux, flow cytometry. inhibition, % at 6.6 µM. P08183. AID 1326; in the data active means inhibition above about 40%;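 further: 0% = vehicle and 100% = reference inhibitor; higher value means more JC-1 retained so stronger ABCB1 efflux block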
Bim-Bfl-1: human Bim-Bfl-1 interaction inhibition. Bead-based flow cytometry, Bim-Bfl-1 binding inhibition. inhibition, % at 10 µM. Q16548. actives 0.12% (n = 190,000);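 further: 0% = wells without compound plus tracer and 100% = blocker peptide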
Starred values were filed as active, the others as inactive; ? = inconclusive; nt = no result given. Unless noted, no stated cut-off is given here; in the data, active means inhibition above about 40%.

Each structure is followed by: Bim-Bcl-W	ABCG2 block	Bim-Bcl-2	GSH bead fluor	Bcl-B Bim block	RGS8-Gao	Bim-Bcl-XL	RGS4-Gao reg	RGS7-Gao	ABCB1 block	Bim-Bfl-1
> Cc1ccc(N2C(=O)c3ccc(N)cc3C2=O)cc1C
    -2	2	0	21	0	100	-2	97	98	-2.1	-2
> O=C(OCc1nc2scc(-c3ccccc3)c2c(=O)[nH]1)c1cccc([N+](=O)[O-])c1
    3	24	2	11	0	104	0	99	96	1.2	2
> COc1ccc(Cc2nnc(SCC(=O)c3cccc([N+](=O)[O-])c3)n2C)cc1
    -2	2	-2	21	-4	99	-1	96	102	0.6	13
> CC1=CCC2C(=O)N(C(C)c3ccccc3)C(=O)C2C1 (configuration not stated)
    -2	3	0	13	-1	108	-2	105	108	1.1	0
> O=c1oc(-c2cc3ccccc3o2)nc2sc3c(c12)CCCC3
    0	8	-5	21	-2	102	-2	103	102	0.1	-13
> Cn1c(=O)c2c(nc(CN3CCc4ccccc4C3)n2Cc2ccccc2)n(C)c1=O
    -4	1	nt	18	-8	nt	-4	nt	nt	0.7	1
> O=C(COc1ccc(S(=O)(=O)N2CCOCC2)cc1)NC1CCCC1
    -2	1	-9	32	-7	102	6	110	100	0.1	-14
> CC(C)CCNC(=O)NC(=O)COC(=O)CNC(=O)C1CCCCC1
    -1	4	0	13	-1	99	1	98	?	0.9	-3
> COc1ccc(C)cc1S(=O)(=O)N(CC(=O)O)c1ccc(C)cc1
    0	-1	-1	22	-2	102	0	100	101	-0.1	-7
> c1ccc(OCCOCCN2CCc3ccccc3C2)cc1
    -2	1	-5	10	-4	102	-1	105	99	0.4	-9
> O=C(NC1CCCc2ccccc21)C1CCCO1 (configuration not stated)
    0	1	-1	11	0	99	-1	101	101	0.3	0
> O=C1OCCN1CCN(CN1C(=O)CCC1=O)CN1C(=O)CCC1=O
    -7	-2	-12	25	-9	102	-14	99	107	0.3	-17
> COc1ccc(Cn2c(=O)[nH]c3cc(C(=O)N4CCN(Cc5ccccc5)CC4)ccc3c2=O)cc1
    5	0	-10	11	-8	102	-5	104	98	0.7	-11
> CC1CCN(C(=O)Cn2c(=O)n(-c3ccc(F)cc3)c(=O)c3sccc32)CC1
    -6	5	-6	15	-4	101	-4	99	101	0.0	-6
> CCOC(=O)COc1ccsc1C(=O)OC
    1	0	-15	14	-13	100	-6	96	101	0.2	-13
> Clc1ccc(-c2ncc3ccccn23)c(Cl)c1
    -2	0	-2	15	-7	98	0	99	100	-1.6	-5
> CC(=O)Nc1ccc(OCc2cccc([N+](=O)[O-])c2)cc1
    0	17	-2	15	-4	100	0	99	100	1.6	-2
> CC(C)C(=O)Nc1ccnc(-c2cccnc2)n1
    1	12	-3	22	-3	97	0	98	96	0.7	-5
> COc1ccc(-c2noc(-c3cc(Cl)ccc3Cl)n2)cc1OC
    0	11	0	48	-3	99	-3	85	91	0.6	-3
> COC(C(=O)NC(C(C)C)C(C)C)c1ccccc1 (configuration not stated)
    -3	7	-6	16	-9	99	-5	102	102	0.4	-13
> Cc1nc(Cl)c2oc3ccccc3c2n1
    -4	6	-5	45	0	119	-15	115	113	0.9	-3
> CCn1c(C)cc(C=C2C(=O)c3ccccc3C2=O)c1C
    18	4	10	14	-4	105	7	102	100	0.5	14
> Cc1ccc(OCC(=O)Nc2ccc3c(c2)OCCO3)cc1C
    1	10	0	25	-1	104	-3	103	105	0.1	-3
> COc1ccc(N2CCN(C(=O)CCCn3c(=O)[nH]c4ccsc4c3=O)CC2)cc1
    -1	1	-6	20	-7	99	-2	97	100	0.1	-7
> O=C(NNS(=O)(=O)c1ccccc1[N+](=O)[O-])c1cccc(Cl)c1
    1	-3	0	7	-2	104	-1	104	102	-0.4	-1
> Cc1nc(C(=O)Nc2ccc(Cl)cc2Cl)nn1-c1cc(OC(C)C)c(Cl)cc1Cl
    -2	53	-12	35	-11	100	-8	98	100	2.7	-18
> O=S(=O)(Nc1ccc(Oc2ncccn2)c(Cl)c1)c1ccc(Cl)cc1
    -5	1	-9	7	-2	102	-5	102	101	0.2	-8
> CCOC(=O)N1CCN(C(=O)Nc2ccc3oc(C)nc3c2)CC1
    -3	1	-4	34	-5	100	7	102	101	0.2	-4
> CCN1CC2([N+](=O)[O-])C=CC(=O)C([N+](=O)[O-])(C1)C2CC(=O)c1ccccc1 (configuration not stated)
    -1	4	0	18	2	98	0	103	104	1.2	3
> Cc1nc(-c2ccc(NC(=O)C3CCCCC3)cc2)cs1
    2	1	1	22	1	101	2	99	96	-0.3	0
> CCn1nnnc1-c1ccc(OC)c(S(=O)(=O)Nc2ccc(OC)cc2)c1
    0	3	-10	18	-5	99	11	105	106	1.0	-10
> COc1ccc2[nH]c(C)c(CCNC(=S)Nc3cccc(C)c3C)c2c1
    -1	19	0	16	0	111	-3	113	113	2.0	0
> C=CCCCCCCCCc1nc(=S)[nH][nH]1
    -1	-1	-4	31	-10	96	-2	94	103	-0.2	-6
> Cc1ccc(N2C(=O)N(CC(=O)Nc3ccc(C)c(C)c3[N+](=O)[O-])C(=O)C2C)cc1 (configuration not stated)
    1	2	-4	13	-3	103	0	105	?	0.5	-7
> Cc1nc(Cl)sc1C(=O)O
    0	0	-3	21	-5	99	0	105	100	0.1	-2
> O=C(NCc1cccnc1)c1ccc(COc2ccc3c(c2)CCC3)o1
    -1	10	-4	23	0	105	0	104	103	1.7	2
> Cc1ccc2nc(NC(=O)c3ccc(Cn4cc(Cl)cn4)o3)sc2c1
    0	-6	0	27	-4	101	-3	99	98	-5.0	2
> CSc1ccccc1C(=O)N1CCN(c2ncccn2)CC1
    0	4	-3	12	-3	83	0	80	99	1.4	-5
> CCc1nc(SCC(=O)c2ccc(C)c(C)c2)n[nH]1
    -2	26	-8	22	-10	100	-6	96	101	0.5	-13
> CCCCn1nnc(NC(=O)c2sc3cc(Cl)ccc3c2Cl)n1
    -4	19	-4	30	-10	102	-8	97	100	0.6	-8

Continued, overlapping the part above by four compounds.
Each structure is followed by: Bim-Bcl-W	ABCG2 block	Bim-Bcl-2	GSH bead fluor	Bcl-B Bim block	RGS8-Gao	Bim-Bcl-XL	RGS4-Gao reg	RGS7-Gao	ABCB1 block	Bim-Bfl-1
> Cc1ccc2nc(NC(=O)c3ccc(Cn4cc(Cl)cn4)o3)sc2c1
    0	-6	0	27	-4	101	-3	99	98	-5.0	2
> CSc1ccccc1C(=O)N1CCN(c2ncccn2)CC1
    0	4	-3	12	-3	83	0	80	99	1.4	-5
> CCc1nc(SCC(=O)c2ccc(C)c(C)c2)n[nH]1
    -2	26	-8	22	-10	100	-6	96	101	0.5	-13
> CCCCn1nnc(NC(=O)c2sc3cc(Cl)ccc3c2Cl)n1
    -4	19	-4	30	-10	102	-8	97	100	0.6	-8
> c1coc(-c2nnc3sc(-c4cccs4)nn23)c1
    8	5	0	9	0	98	0	98	96	0.3	-3
> CCCCC(=O)Nc1ccc2c(c1)nc1n2CCOC1
    0	2	-12	33	-4	102	-3	101	102	0.3	-18
> O=c1c(-c2cc3ccccc3o2)[n+]([O-])c2ccccc2n1OCc1ccccn1
    1	-2	-13	28	-12	104	-3	104	100	0.3	-15
> CCOP(=O)(OCC)C(NC(=O)c1cc([N+](=O)[O-])cc([N+](=O)[O-])c1)C(F)(F)F (configuration not stated)
    -2	0	-2	8	-4	100	-4	98	91	0.4	-5
> O=C(COc1ccc(C(=O)c2ccccc2)cc1)NCC1CCCCC1
    -5	4	-8	10	-11	94	-9	90	90	0.4	-5
> COc1ccc(C(=O)NCC(=O)n2nc(C)cc2C)cc1OC
    -2	2	-5	12	-3	100	0	99	103	0.3	-4
> COC(=O)c1ccccc1NC(=O)c1noc2c1CCC2
    -1	3	0	22	-3	93	0	92	92	0.6	1
> CCCCOC(=O)CCc1c(C)[nH]c(=O)c(C#N)c1C
    0	2	-5	23	-4	102	-1	103	100	0.2	-6
> COC(=O)c1cc(C(=O)OC)cc(N2C(=O)CC(Sc3nc(C)cc(C)n3)C2=O)c1 (configuration not stated)
    -3	-2	-2	9	-8	101	0	99	103	-0.6	-12
> CC(C)c1onc(C(=O)NCc2ccccc2)c1[N+](=O)[O-]
    -2	1	0	9	-9	92	-3	99	98	0.3	-1
> Cc1ccc(N2C(=O)[C@@H]3Cc4ccccc4CN3C2=O)cc1
    -4	26	-10	29	-11	99	-8	99	97	1.9	-20
> Cc1ccc(S(=O)(=O)Cc2ccc(C(=O)N3CCN(c4cc(C)ccc4C)CC3)o2)cc1
    -4	37	-7	30	-11	101	-6	99	96	2.4	-19
> Cc1ccc(N(C(=O)Cn2nnc3ccccc32)C(C(=O)NCc2ccccc2)c2ccccn2)cc1 (configuration not stated)
    -3	2	-5	16	-6	101	-7	99	100	1.1	-11
> CC(=O)c1cc(C(=O)N2CCc3c([nH]c4ccccc34)C2CC(C)C)[nH]n1 (configuration not stated)
    0	0	-4	10	-4	95	-5	101	107	-0.3	-6
> COc1ccc2nc(NS(=O)(=O)c3ccc(NC(C)=O)cc3)sc2c1
    -2	-1	3	23	0	96	-5	88	96	-0.1	-8

Source: PubChem BioAssay
